KB-V1 cytotox: qHTS assay for MDR1-selective chemotherapeutics: Primary screen using the drug-selected MDR subline cells KB-V1; KB-V1 MDR cells viability, CellTiter-Glo, 72 h; Potency, µM (highest dose often 46.1 µM), for inactives: top-dose activity change, negative = cytotoxicity, usual class: cytotoxic; 400,000 tested, 3.4% active; AID 1347076, 2019; note: potency is the fitted concentration of half-maximal effect; % is set by controls: 0 for no effect and ±100 for the full control effect; nearly all actives have a fitted effect of over 60% in size
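Potencies derive from concentration-effect curves fitted to normalized luminescence (CellTiter-Glo) of KB-V1 cells treated for 72 h at 37 degrees C in phenol-red-free DMEM containing 10% FBS.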
HT1080 IDH1KD tx: qHTS for induction of synthetic lethality in tumor cells producing 2HG: qHTS for the HT-1080-IDH1KD cell line. HT-1080 IDH1 knockdown viability, ATP luminescence, 48 h. Potency, µM (series often up to 46.1 µM), for the others: at the top dose activity, negative = toxicity, most hits filed as cytotoxic. 360,000 tested, 2% active. AID 686971, 2013;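 note: potency is the fitted concentration of half-maximal effect; 0% = DMSO wells and -100% = cell-free medium wells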
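Luminescent ATP read-out (CellTiter-Glo, 10 min at room temperature) after 48 h compound exposure at 37 °C gave viability of IDH1-knockdown HT-1080 cells. Activity was normalised to DMSO and cell-free wells, then fitted as concentration-response curves.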
ATXN2 expr inh: Primary qHTS for Inhibitors of ATXN expression. Potency, µM (series often up to 57 µM), without a hit: top-dose activity change, negative = inhibition, most hits filed as inhibitors. AID 1745845, 2022. 360,000 tested, 0.72% active. HEK-293 ATXN2-luciferase reporter, luminescence, 24 h; note: potency is the fitted concentration of half-maximal effect; % is set by controls: 0 for no effect and ±100 for the full control effect; nearly all actives have a fitted effect of over 55% in size
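qHTS (up to 57 uM final) was run with 24 h compound exposure of reporter cells at 37 °C. Each well was multiplexed: SteadyGlo luminescence measured ATXN2-luciferase expression after a fluorogenic Gly-Phe-AFC viability readout (25 uM final).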
HT1080-NT tox: qHTS for induction of synthetic lethality in tumor cells producing 2HG: qHTS for the HT-1080-NT fibrosarcoma cell line | HT-1080-NT fibrosarcoma viability, CellTiter-Glo ATP luminescence, 48 h | Potency, µM (doses to about 46.1 µM), inactives show at the highest dose activity, negative = less viability, hits mostly cytotoxic | 360,000 tested, 1.6% active;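 note: NT is the 2HG producing partner of a matched IDH1 knockdown line; potency is the fitted concentration of half-maximal effect; 0% = DMSO-treated cells and -100% = media-only wells without cells; nearly all actives have a fitted effect of over 55% in size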
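HT-1080-NT; 750 cells/well; 5% FBS RPMI; 48 h compound, 37 degrees C; CellTiter-Glo luminescence; curve fitting and curve-class assignment.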
KB-3-1 cytotox: qHTS assay for MDR1-selective chemotherapeutics: Primary screen using the parental adenocarcinoma cell KB-3-1 | KB-3-1 viability, CellTiter-Glo ATP luminescence, 72 h | Potency, µM (highest dose often 46.1 µM), for the others: at the highest dose activity change, negative = cytotoxic, most hits filed as cytotoxic | 400,000 tested, 1.4% active; note: potency is the fitted concentration of half-maximal effect; % is set by controls: 0 for no effect and ±100 for the full control effect; nearly all actives have a fitted effect of over 60% in size
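Luminescent ATP read-out (CellTiter-Glo) measures survival of drug-naive KB-3-1 cells after 72 h compound exposure at 37 °C. Titration series was screened from lowest to highest concentration, with DMSO vehicle plates as background controls.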
MCF10A rereplic: A quantitative high throughput screen for small molecules that induce DNA re-replication in MCF 10a normal breast cells; 350,000 tested, 2.9% active; AID 624296, 2012; MCF 10A DNA re-replication, Hoechst nuclear intensity, 48 h; Potency, µM (doses to about 46.1 µM), without a hit: top-dose activity, positive = re-replication, most hits filed as activators; note: potency is the fitted concentration of half-maximal effect; % of control where 0% means no effect; nearly all actives have a fitted effect of over 50% in size
WRN helicase inh: qHTS for Inhibitors of WRN Helicase; Potency, µM (doses to about 114 µM), without a hit: at the highest dose activity change, negative = inhibition, usual class: inhibitors; 360,000 tested, 0.46% active; WRN helicase unwinding, fluorescent forked duplex, kinetic; Bifunctional 3'-5' exonuclease/ATP-dependent helicase WRN (Homo sapiens), Q14191; note: potency is the fitted concentration of half-maximal effect; % is set by controls: 0 for no effect and ±100 for the full control effect; nearly all actives have a fitted effect of over 55% in size
Target sequence (Q14191 whole entry, looked up): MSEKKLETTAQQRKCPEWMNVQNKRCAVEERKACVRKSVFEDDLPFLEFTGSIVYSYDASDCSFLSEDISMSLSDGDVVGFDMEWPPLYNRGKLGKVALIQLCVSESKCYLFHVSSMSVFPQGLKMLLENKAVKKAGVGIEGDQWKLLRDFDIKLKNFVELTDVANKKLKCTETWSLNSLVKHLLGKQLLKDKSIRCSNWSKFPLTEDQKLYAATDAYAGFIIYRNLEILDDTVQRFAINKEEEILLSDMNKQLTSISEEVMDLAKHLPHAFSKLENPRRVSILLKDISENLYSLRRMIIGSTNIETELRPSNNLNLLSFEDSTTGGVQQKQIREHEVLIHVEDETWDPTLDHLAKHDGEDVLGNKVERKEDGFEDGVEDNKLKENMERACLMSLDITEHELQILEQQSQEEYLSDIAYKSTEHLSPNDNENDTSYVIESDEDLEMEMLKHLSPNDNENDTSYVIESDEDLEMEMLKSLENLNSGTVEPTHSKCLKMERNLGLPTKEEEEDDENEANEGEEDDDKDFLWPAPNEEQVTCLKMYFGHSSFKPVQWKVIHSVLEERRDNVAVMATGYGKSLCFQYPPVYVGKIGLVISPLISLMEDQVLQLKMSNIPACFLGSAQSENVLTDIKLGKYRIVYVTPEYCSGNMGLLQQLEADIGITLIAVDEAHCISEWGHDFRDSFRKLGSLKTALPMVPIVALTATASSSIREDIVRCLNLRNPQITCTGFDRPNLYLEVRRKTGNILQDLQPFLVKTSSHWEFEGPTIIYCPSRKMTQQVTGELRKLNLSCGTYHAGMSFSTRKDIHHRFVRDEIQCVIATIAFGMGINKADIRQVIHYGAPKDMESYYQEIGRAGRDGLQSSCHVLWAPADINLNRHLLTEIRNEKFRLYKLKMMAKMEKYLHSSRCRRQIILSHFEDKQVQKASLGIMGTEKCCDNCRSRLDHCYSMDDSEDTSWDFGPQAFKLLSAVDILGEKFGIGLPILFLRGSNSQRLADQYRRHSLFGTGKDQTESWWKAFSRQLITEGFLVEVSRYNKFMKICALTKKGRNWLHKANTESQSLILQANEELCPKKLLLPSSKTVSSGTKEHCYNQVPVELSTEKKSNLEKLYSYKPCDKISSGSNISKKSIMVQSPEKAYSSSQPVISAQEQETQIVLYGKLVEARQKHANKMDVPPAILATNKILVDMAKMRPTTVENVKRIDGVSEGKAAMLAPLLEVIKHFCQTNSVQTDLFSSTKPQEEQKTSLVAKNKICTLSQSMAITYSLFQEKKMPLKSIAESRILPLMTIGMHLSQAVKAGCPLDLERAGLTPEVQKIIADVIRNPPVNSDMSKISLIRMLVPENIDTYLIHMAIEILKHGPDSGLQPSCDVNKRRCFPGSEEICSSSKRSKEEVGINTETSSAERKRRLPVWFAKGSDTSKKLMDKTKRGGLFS
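Screening of the MLSMR collection measured strand separation of a quenched forked DNA duplex (100 nM) by 20 nM WRN with 2 mM ATP, all final. Compounds were preincubated with enzyme 15 min at room temperature.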
IL1B secr inh: qHTS for Inhibitors of Inflammasome Signaling: IL-1-beta AlphaLISA Primary Screen; THP-1 LPS/ATP IL-1B secretion, AlphaLISA, 16 h; hits give low values; activity change, % at 57.5 µM; 360,000 tested, 4.7% active; AID 743279, 2014; in the data active = activity change below about -50%; inconclusive = mostly about -30% to -49%; note: % is set by controls: 0 for no effect and ±100 for the full control effect
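Secreted IL-1B measured by AlphaLISA bead assay after 16 h compound exposure of THP-1 cells; compounds (final up to 57.5 uM) added 1 h before LPS (250 ng/mL) and ATP (1.25 mM) stimulation; lower signal means less secretion.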
SW480 rereplic: A quantitative high throughput screen for small molecules that induce DNA re-replication in SW480 colon adenocarcinoma cells; SW480 DNA re-replication, Hoechst DNA content imaging, 48 h; Potency, µM (titrated, usually from 46.1 µM), inactives show at the highest dose re-replication activation, most hits filed as activators; 340,000 tested, 1.8% active; note: potency is the fitted concentration of half-maximal effect; % of control where 0% means no effect; nearly all actives have a fitted effect of over 55% in size
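Cells (250 per well) received 23 nL compound or DMSO by pin tool and were kept 48 hr at 37 C, 5% CO2. Nuclei were then stained with Hoechst for 40 min and scanned for DNA content.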
* marks the source's active call; other numbers are inactive results; ? = inconclusive; / = no result given; [ ] = remark or other dose. Unless noted, calls come from the whole dose curve; as a rule, active = well fitted curve in the direction sought with a large enough effect; inconclusive = small, poorly fitted or top-dose-only effect, or another doubt; inactive = no such curve, though single readings can be large; an effect the other way counts as inactive or inconclusive.

SMILES	KB-V1 cytotox	HT1080 IDH1KD tx	ATXN2 expr inh	HT1080-NT tox	KB-3-1 cytotox	MCF10A rereplic	WRN helicase inh	IL1B secr inh	SW480 rereplic
CCOC(=O)N1C(=O)NC(=O)C1c1ccc(OC)cc1 (stereo not drawn)	5%	16%	0%	15%	4%	-1%	-1%	-6	-1%
CCC(=O)N(Cc1cc(=O)[nH]c2ccccc12)c1ccc(OC)cc1	12%	-17%	-11%	-13%	3%	-36%[inhibitor]	-8%[57.1 µM]	32	-3%
CCCOc1ccc(C(=O)Nc2ccccc2[N+](=O)[O-])cc1	-19%	-6%	51%[activator]	6%	-10%	2%	-8%	-15	-1%
O=C(Nc1cccc(C(F)(F)F)c1)Nc1nnc([C@H]2C[C@H](O)[C@@H](CO)O2)s1	0%	-4%	0%	-1%	0%	/	7%	1	/
COc1ccccc1C(=O)NNC(=O)c1cccc(O)c1	-9%	-1%	/	-15%	-4%	0%	-10%	29	-8%
Cn1ccc(-c2ccccc2)c(C#N)c1=O	?	18%	13%	8%	-23%	1%	-5%	5	-2%
CN(C)S(=O)(=O)c1cccc(NC(=O)COc2ccc3ccccc3c2)c1	?	-10%	/	-16%	3%	?	-4%	7	3%
N#C/C(=C(/O)CN1CCCCC1)c1nc(-c2ccc(Cl)cc2)cs1	5%	-7%[9.24 µM]	31%[activator]	0%	1%	1%	-7%[57.1 µM]	14	4%
Cc1cnc(NC(=O)C2CC(=O)N(c3ccc4c(c3)OCCO4)C2)s1 (stereo not drawn)	15µM*	-16%	0%	0%	0%	2%	-4%	-57*	-3%
CCOC(=O)C(CC(=O)O)NCc1ccco1 (stereo not drawn)	10%	0%	/	-2%	5%	-1%	-3%	0	-10%

Continued; it opens with the three that closed the last part.
SMILES	KB-V1 cytotox	HT1080 IDH1KD tx	ATXN2 expr inh	HT1080-NT tox	KB-3-1 cytotox	MCF10A rereplic	WRN helicase inh	IL1B secr inh	SW480 rereplic
N#C/C(=C(/O)CN1CCCCC1)c1nc(-c2ccc(Cl)cc2)cs1	5%	-7%[9.24 µM]	31%[activator]	0%	1%	1%	-7%[57.1 µM]	14	4%
Cc1cnc(NC(=O)C2CC(=O)N(c3ccc4c(c3)OCCO4)C2)s1 (stereo not drawn)	15µM*	-16%	0%	0%	0%	2%	-4%	-57*	-3%
CCOC(=O)C(CC(=O)O)NCc1ccco1 (stereo not drawn)	10%	0%	/	-2%	5%	-1%	-3%	0	-10%
O=C(NC(=S)N1CCN(c2ccc(F)cc2)CC1)c1cccs1	-20%	-16%	?	1%	-4%	-3%	-3%	34	?
NS(=O)(=O)c1ccc(NC(=O)CN(C(=O)C(F)(F)F)C2CCCC2)cc1	6%	-3%	/	0%	-5%	/	1%	-10	/
NC(=O)c1ccc(Nc2nc(C(N)c3ccccc3Cl)cs2)cc1 (stereo not drawn)	21%	0%	4%	-6%	-2%	/	-9%	-17	/
NC(=O)c1ccc(NC(=O)c2cc(S(=O)(=O)N3CCCCC3)ccc2N2CCOCC2)cc1	?	0%	/	0%	0%	5%	1%	-17	-11%
COc1ccc(CNC(=O)C2Cc3c(-c4ccccc4)ccnc3O2)cc1OC (stereo not drawn)	?	-3%	-2%	-19%	4%	/	-4%[57.1 µM]	-12	/
Cc1cccc(NC(=O)C(=O)NCC2CCCO2)c1 (stereo not drawn)	0%	10%	12%	6%	-2%	1%	0%	-7	-9%
CC(=O)c1cc(-c2nc3ccccc3n2C)n(C)c1	0%	22%	2%	28%	0%	7%	-3%[57.1 µM]	-2	-6%
CCOC(=O)C1=CCC(c2ccccc2)N(S(=O)(=O)c2ccccc2C)C1 (stereo not drawn)	16%	-26%	-6%	-21%	0%	/	-4%	10	/
NC(=O)c1c(NC(=O)COC(=O)c2ccc(O)c(Cl)c2)sc2c1CCCC2	24%	8%	0%	12%	18%	?	-33%	55	?
Cc1cccc(N2C(=O)CN(Cc3cccs3)C2=S)c1	-16%	-15%	-7%	-14%	-27%	0%	4%	-3	13%
COC(=O)c1sc(NC(=O)c2cc(C)on2)nc1C	3%	4%	22%	13%	7%	-1%	8%	-2	-6%
O=C1C2CC=C(Cl)CC2C(=O)N1CC1Cc2ccccc2CO1 (stereo not drawn)	-19%	4%	-9%	7%	-7%	0%	5%	-15	-18%
CCOC(=O)c1sc(NC(=O)CN(CC(C)C)CC(C)C)c(C(=O)OCC)c1C	21µM*	5%	-5%	1%	?	?	-8%	14	3%
O=C(NCCCNC(=O)C(F)(F)C(F)F)C(F)(F)C(F)F	0%	3%	65%[activator]	9%	-1%	-1%	5%	24	-14%
Cc1cc(-c2ccc(C(=O)O)s2)cnc1N	0%	4%	/	-1%	1%	-4%	-4%	17	-8%
CCOc1cc2[nH]c(=S)n(CCN3CCCCC3C)c(=O)c2cc1OCC (stereo not drawn)	1%	8%	/	8%	7%	9%	2%	3	-5%
Cc1nc2ccc(NC(=O)c3cccc(S(=O)(=O)N4CC(C)OC(C)C4)c3)cc2s1 (stereo not drawn)	-2%	-8%	?	-5%	-26%	23%	-26%	11	0%
COc1ccc(S(=O)(=O)NC(C)C(=O)NC2CC2)cc1C (stereo not drawn)	24%	21%	-5%	19%	2%	-3%	-2%	-7	16%
CCC(=O)N1CCN(c2ccnc3cc(Cl)ccc23)CC1	14%	2%	?	-8%	-2%	2%	12%	-8	-5%
NC(=O)Cc1nc(-c2ccccc2)cs1	-14%	?	15%	21%	0%	15%	-1%	-2	1%
Cc1ccccc1Nc1nc(N)nc(CSc2nnc3sc4ccccc4n23)n1	-13%	5%	/	-5%	4%	1%	1%	13	-8%
CCOC(=O)C1=C(C)OC(N)=C(C#N)C1c1cc(C)sc1C (stereo not drawn)	4%	10%	5%	9%	-9%	-3%	-3%	-4	-2%
Cc1cccc(Nc2nc3c(S(=O)(=O)c4ccccc4)nnn3c3ccccc23)c1C	-9%	-17%	-19%	-11%	-1%	?	7%	72	0%
CCC1Sc2ccc(S(=O)(=O)CCC(=O)Nc3c(Cl)cc(OC)cc3OC)cc2NC1=O (stereo not drawn)	0%	-5%	/	0%	-2%	-1%	-29%	26	-2%
Cc1cc(C(=O)CN2CCN(CC(=O)Nc3cccc(F)c3)CC2)c(C)n1C1CC1	10µM*	22%	-8%	0%	5%	-6%	1%	-5	-2%
Cc1cccc(OCCOC(=O)Nc2ccccc2)c1	?	11%	13%	26%	1%	11%	1%	-26	0%
CCOC(=O)C1=C(O)/C(=C/c2cc(C)n(-c3ccccc3)c2C)N=C1C	-17%	0%	18%	7%	0%	0%	-10%	-9	-4%
COC(=O)C1C(=O)NCC1c1ccc(C)cc1 (stereo not drawn)	21%	16%	2%	8%	16%	0%	-16%	-5	2%
CCOC(=O)Cn1c(COc2ccccc2OC)[n+](C)c2ccccc21	14%	11%	/	-6%	-11%	0%	-4%	23	?
O=C(Nc1cccc(S(=O)(=O)Nc2ccc(Cl)cc2)c1)c1cc2c(s1)CCCC2	0%	21µM*	?	21µM*	-12%	?	-33%[57.1 µM]	-81*	-4%
CC1=C(C(=O)N(C)C)CC(CC(=O)NCCN2CCOCC2)C(=O)N1Cc1ccc(F)cc1 (stereo not drawn)	-2%	3%	1%	-2%	-2%	/	-4%	8	/
COc1ccc(NC(=O)C2(S(=O)(=O)c3ccc(C)cc3)CC2)cc1	-16%	4%	-9%	0%	0%	-1%	-3%	-11	-5%
CCc1noc(C)c1C(=O)N1CCOCC1	6%	-5%	-7%	-2%	1%	21%	-2%	3	-9%
COc1ccc(C(=O)Oc2cc(/C=N/NC(N)=S)ccc2OC)cc1	0%	-2%	-7%	1%	-2%	0%	6%	13	-1%
CCC(C)c1ccc(S(=O)(=O)N2CCN(C(=O)CN3C(=O)NC(C)(C4CC4)C3=O)CC2)cc1 (stereo not drawn)	-2%	2%	/	1%	0%	/	10%	-1	/
O=C(NC(=S)NCc1ccco1)c1ccc([N+](=O)[O-])cc1	20%	-2%	7%	4%	-19%	3%	-5%	-17	-1%
COCC(C)NC(C(=O)Nc1ccc(C)c(Cl)c1)c1ccccc1 (stereo not drawn)	1%	1%	-14%	1%	-2%	10%	-9%	-28	8%
Cc1nc(NC(=O)COC(=O)/C=C/c2ccco2)c(Cl)cc1Cl	-4%	13%	9%	13%	-8%	?	-1%[11.6 µM]	-11	-12%
COc1cccc(CC2(CO)CCCN(Cc3ccc(CO)o3)C2)c1 (stereo not drawn)	0%	1%	-14%	1%	12%	6%	0%	20	-13%
O=[N+]([O-])c1cc(/C=N/N/C(=N/c2ccccn2)c2ccccn2)ccc1O	?	?	?	?	?	?	-6%	111	?
CC(=O)Nc1ccc(Oc2nc(C(F)(F)F)nc3ccccc23)cc1	7%	5%	-7%	13%	9%	12%	8%	14	14%
Cc1cc(NC(=O)c2cc(CC(C)C)on2)no1	-15%	9%	17%	7%	0%	6%	-1%	-3	0%
COC(=O)[C@H](C)NC(=O)NCc1ccc(F)cc1	3%	6%	2%	-1%	2%	-1%	-1%	14	-6%
Cc1cc(C(=O)Nc2ccc(S(=O)(=O)N3CCOCC3)cc2)c(C)o1	-16%	-3%	-11%	-3%	3%	-1%	?	16	-11%

Bioassay records from PubChem BioAssay.
